High-throughput results from PubChem BioAssay.
PHOSPHO1 block = blocks human PHOSPHO1 phosphatase activity; Q8TCT1; recombinant PHOSPHO1, absorbance phosphatase assay; hit rate 1.1% among 290,000; inhibition, % at 13.3 µM; in the data active = inhibition above about 60%
Target sequence (Q8TCT1 whole entry, looked up): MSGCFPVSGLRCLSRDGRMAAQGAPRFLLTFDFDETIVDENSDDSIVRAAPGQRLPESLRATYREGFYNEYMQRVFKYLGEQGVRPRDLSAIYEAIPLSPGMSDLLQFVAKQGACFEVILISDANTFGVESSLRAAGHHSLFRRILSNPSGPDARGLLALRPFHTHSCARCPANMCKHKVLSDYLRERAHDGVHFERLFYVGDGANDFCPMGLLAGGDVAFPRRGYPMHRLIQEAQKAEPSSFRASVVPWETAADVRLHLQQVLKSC
p-CIP stab down = compounds decreasing mouse p/CIP protein stability | Q05BA5 | F442A p/CIP-EGFP cells, EGFP fluorescence, 16 h | decrease of EGFP signal, % at 10 µM | hit rate 0.01% among 290,000 | AID 1984;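 active = EGFP signal decrease of at least 30% at 10 µM or well 3 SD below plate mean, unless failing retest; inactive = the rest, including hits failing retest or dose response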; note: some compounds called inactive have numbers as strong as hits; many of its hits are not listed in these tables
IMP-1 inhibitor = blocks Pseudomonas aeruginosa IMP-1 metallo-beta-lactamase; purified IMP-1, nitrocefin hydrolysis, epi-absorbance fluorescence; inhibition, % at 5.6 µM; hit rate 0.45% among 290,000;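 active = inhibition above the mean plus 3 SD of all compounds in the same screening run, cut at about 4.5% in these data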;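 note: 0% = IMP-1 with DMSO and 100% = DMSO wells lacking enzyme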
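System: purified IMP-1 / Input: IMP-1 dispensed at 0.2 nM / Medium: 50 mM HEPES pH 7.1, 50 µM ZnSO4, 0.05% Brij 35 / Timing: 15 min enzyme–compound preincubation, then 25 min nitrocefin reaction, 25 °C / Technique: plate fluorescence quenching by hydrolysis product, ex 480/em 530 nm / Repeats: singlicate testing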
GPR7 antag = antagonists of human GPR7 (neuropeptides B/W receptor 1) | inhibition, % at 4.4 µM | P48145 | GPR7-expressing cells, fluorescence antagonist assay | hit rate 1.1% among 290,000; in the data active = inhibition above about 16%, passing the limit was not always enough;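 note: cells stimulated with the agonist NPW; 0% = agonist with vehicle and 100% = vehicle without agonist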
Target sequence (P48145 whole entry, looked up): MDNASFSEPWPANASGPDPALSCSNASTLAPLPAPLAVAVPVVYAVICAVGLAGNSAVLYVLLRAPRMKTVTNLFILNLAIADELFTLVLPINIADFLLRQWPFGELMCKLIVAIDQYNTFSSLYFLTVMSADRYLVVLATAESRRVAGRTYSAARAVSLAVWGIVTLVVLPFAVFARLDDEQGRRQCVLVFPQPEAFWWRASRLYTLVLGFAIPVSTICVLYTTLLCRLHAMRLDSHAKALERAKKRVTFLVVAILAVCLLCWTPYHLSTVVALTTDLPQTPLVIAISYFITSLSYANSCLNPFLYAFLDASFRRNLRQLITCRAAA
IDE inh = inhibitors of human insulin-degrading enzyme in cells; P14735; HEK cells, FAbetaB cleavage, fluorescence polarization; inhibition, % at 5.59 µM; hit rate 0.41% among 320,000;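 active = percent inhibition above the average of all tested compounds plus 3 SD, set per screening campaign, cut at about 16% in these data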;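 note: IDE supplied by intact live HEK cells; FP after avidin binding of uncleaved biotin substrate so inhibition keeps polarization high; 0% = DMSO wells and 100% = 60 µM reference IDE inhibitor Ii1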
IDE cell activ = IDE (human) activation, cell-based. P14735. HEK cells, FAbeta-B cleavage, fluorescence polarization; 0% vehicle, 100% cell-free pure enzyme wells. activation, % at 5.96 µM. hit rate 0.073% among 340,000;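 active = activation above the mean of all tested compounds plus 3 SD, set per screening campaign, cut at about 17% in these data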
PfM18AAP inh = blocks P. falciparum M18 aspartyl aminopeptidase. recombinant PfM18AAP, H-Glu-NHMec fluorogenic cleavage. inhibition, % at 7.35 µM. hit rate 1.2% among 290,000. AID 1822;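 active = inhibition above the campaign mean inhibition over all tested compounds plus 3 SD, cut at about 28% in these data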;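 note: 0% = plate median of test compound wells and 100% = 2 mM ZnCl2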
VIM-2 inhibitor = inhibitors of Pseudomonas aeruginosa VIM-2 metallo-beta-lactamase; inhibition, % at 5.6 µM; hit rate 0.89% among 290,000; purified VIM-2, nitrocefin hydrolysis, epi-absorbance fluorescence; AID 1527;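 active = inhibition above the mean of all tested compounds plus 3 SD, cutoff set per screening run, cut at about 7.5% in these data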;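 note: red hydrolysis product quenches plate fluorescence so inhibitors raise well fluorescence; 0% = enzyme with DMSO and 100% = DMSO without enzyme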
NALP1 inh = NALP1 inhibition. inhibition, % at 10 µM. hit rate 0.61% among 280,000. S. cerevisiae NALP1/ASC/caspase-1 growth, X-gal OD620, 72 h; in the data active = inhibition mostly above about 24%, no sharp cut-off; inactive = mostly below about 32%; note: some compounds called inactive have numbers as strong as hits
The depositor's hits bear a star; / = no result given.

The opening 7 records (preview)
SMILES	PHOSPHO1 block	p-CIP stab down	IMP-1 inhibitor	GPR7 antag	IDE inh	IDE cell activ	PfM18AAP inh	VIM-2 inhibitor	NALP1 inh
CCN(C(=O)CSc1cc(-c2ccccc2)c2ccc(OC)cc2n1)C1CCS(=O)(=O)C1 (stereo unspecified)	-2	-16	-2.8	-15	-2	2	-7	-1.1	30
O=C(NC1CC1)[C@@H]1CSC2c3ccccc3C(=O)N21 (stereo partly specified)	34	0	-2.5	-15	2	6	0	-4.0	12
COc1ccccc1C(=O)Nc1cccc(S(=O)(=O)N2CCCC2)c1	20	-5	-3.2	-10	-1	-1	6	-0.6	-8
O=Cc1c(C(=O)O)n(CC(=O)O)c2ccccc12	3	10	-4.0	-10	6	7	3	-2.6	16
CCCCCOC(=O)Nc1nnc(CCC)s1	14	-9	-3.6	-3	8	4	2	-2.4	-7
CC(C)NS(=O)(=O)c1ccc(N2C(=O)c3ccccc3C2=O)cc1	11	-2	-3.9	-9	-1	4	0	-0.3	29
O=C(Nc1cccnc1Oc1ncnc2cc(Cl)ccc12)c1ccc(F)cc1	41	-2	-1.0	1	9	/	-9	0.7	/

This part in full, from the first entry:
SMILES	PHOSPHO1 block	p-CIP stab down	IMP-1 inhibitor	GPR7 antag	IDE inh	IDE cell activ	PfM18AAP inh	VIM-2 inhibitor	NALP1 inh
CCN(C(=O)CSc1cc(-c2ccccc2)c2ccc(OC)cc2n1)C1CCS(=O)(=O)C1 (stereo unspecified)	-2	-16	-2.8	-15	-2	2	-7	-1.1	30
O=C(NC1CC1)[C@@H]1CSC2c3ccccc3C(=O)N21 (stereo partly specified)	34	0	-2.5	-15	2	6	0	-4.0	12
COc1ccccc1C(=O)Nc1cccc(S(=O)(=O)N2CCCC2)c1	20	-5	-3.2	-10	-1	-1	6	-0.6	-8
O=Cc1c(C(=O)O)n(CC(=O)O)c2ccccc12	3	10	-4.0	-10	6	7	3	-2.6	16
CCCCCOC(=O)Nc1nnc(CCC)s1	14	-9	-3.6	-3	8	4	2	-2.4	-7
CC(C)NS(=O)(=O)c1ccc(N2C(=O)c3ccccc3C2=O)cc1	11	-2	-3.9	-9	-1	4	0	-0.3	29
O=C(Nc1cccnc1Oc1ncnc2cc(Cl)ccc12)c1ccc(F)cc1	41	-2	-1.0	1	9	/	-9	0.7	/
COc1ccc(Cc2cc(-c3ccc(F)cc3)n[nH]c2=O)cc1	-6	-12	-4.9	-6	2	/	-1	-3.4	/
Cc1cccc2nc(-c3cccnc3)c(NCCC(C)C)n12	37	-8	-1.9	-3	3	7	7	-2.5	0
Cc1ccc2c(C(=O)CNc3nncs3)c(C)[nH]c2c1	25	-5	-2.8	-12	1	2	1	-1.9	12
CCOC(=O)C(C)Sc1nnc(Cn2c(=O)sc3ccccc32)n1-c1ccccc1 (stereo unspecified)	15	-4	-8.1	0	9	6	2	-2.2	31
CC1=NN(c2ccccc2)C(=O)C1(C)C	57	-3	-1.6	-12	1	3	4	-3.6	-11
CCOc1ccc(NC(C)=O)cc1[N+](=O)[O-]	25	6	-3.0	-1	3	4	-12	-2.8	8
COc1cccc2c1N1C(=O)c3c(C(=O)O)cccc3C1CC2(C)C (stereo unspecified)	3	-4	-3.7	-11	/	5	1	-0.8	-14
COCCn1cnnc1SCC(=O)Nc1ccccc1C(=O)Nc1ccc2c(c1)OCO2	20	8	-1.7	-2	1	-1	2	-3.8	6
CC1(C)C2CCC1(CS(=O)(=O)Nc1ccccc1)C(=O)C2 (stereo unspecified)	23	-12	-1.8	1	0	5	1	-1.9	8
CS(=O)(=O)N1CCCC(C(=O)NCc2ccccn2)C1 (stereo unspecified)	-16	-12	-1.4	-4	0	-3	-3	-1.6	-16
O=c1nc2n(c3ccc(Br)cc13)CCS2	3	-1	-1.9	-6	-9	2	8	1.0	-3
CCCCC(=O)OCC(=O)c1cc(C)n(-c2c(C)n(C)n(-c3ccccc3)c2=O)c1C	17	-21	-3.3	1	2	-4	2	-1.7	-7
CNc1nc(N)c(C(=O)C23CC4CC(CC(C4)C2)C3)s1	26	-23	-2.7	-6	2	/	3	-3.5	8
CCC(=NC(C)c1ccccc1)c1c(O)n(C)c(=O)n(C)c1=O (stereo unspecified)	-7	-17	-2.6	0	1	3	-7	-1.3	5
CCOC(=O)c1cnc(SC)nc1Oc1cccc(NS(=O)(=O)c2ccc(F)cc2)c1	10	-6	-3.8	0	-6	-2	-1	-3.9	6
COc1cc(/C=C(\C#N)C(=O)NCCc2ccccc2)cc(OC)c1O	2	9	-3.7	-10	44*	-62	7	-2.8	1
COc1ccc(Cl)cc1NC(=O)Cn1nnc(C(=O)NCc2ccc3c(c2)OCO3)c1N	18	-1	18*	14	-1	0	-16	-0.9	6
COc1ccc(NC(=O)CC2Nc3cccc4cccc(c34)NC2=O)cc1 (stereo unspecified)	13	-14	-1.5	0	9	-5	18	0.9	1
COc1ccc(NC(=O)CCC(=O)c2cccs2)c(OC)c1	36	-12	-0.2	-13	3	3	-7	-1.7	19
COc1ccc(NC(=O)[C@@]2(CC(=O)O)CC(/C=C/c3ccccc3)=NO2)cc1	33	1	-0.8	-4	-3	2	1	-2.2	16
Cc1nnc(SCC(=O)NNC(=O)COc2ccc(Cl)cc2)n1C	19	9	-3.8	-1	4	7	7	-3.9	1
COc1ccc(-c2cccc(C3CC=CC4C3C(=O)N(Cc3ccccc3)C4c3ccc4ccccc4c3)c2)cc1 (stereo unspecified)	-22	-16	/	/	5	6	/	/	2
Cc1ccc(SCC(=O)NCCc2ccccc2)cc1	29	-2	-3.1	-12	0	1	-2	-1.7	8
CCC(=O)Nc1nnc(SCC(=O)NCc2ccc3c(c2)OCO3)s1	38	13	-2.5	-17	0	1	1	-0.9	12
CC(C)Cn1c(/C=C/c2ccco2)nc2ccccc21	8	-2	-4.1	-1	0	-1	6	-2.6	48
CC1(c2ccc3c(c2)OCO3)NC(=O)N(CC(=O)Nc2ccc(N3CCOCC3)cc2)C1=O (stereo unspecified)	-7	-2	-2.0	-7	-2	1	6	-3.9	16
Cc1nnsc1C(=O)N1CCCC(Nc2ccc(C(C)C)cc2)C1 (stereo unspecified)	40	-7	-0.9	-3	-4	5	3	-2.9	19
CCN1CCN(c2nc3ccccc3nc2C(C#N)C(=O)OC2CCCCC2)CC1 (stereo unspecified)	34	-10	-2.9	-7	/	7	2	2.6	22
COCCNC(=O)c1ccc(Cn2c(=S)[nH]c3cc4c(cc3c2=O)OCO4)cc1	98*	-6	1.1	-7	0	1	2	-2.2	-5
COCCCNC(=S)N(CCO)Cc1cc2cc3c(cc2[nH]c1=O)OCO3	29	2	-3.5	-8	/	1	4	-0.9	-2
C=CCn1c(C)cc(C(=O)CSc2nnc(Cc3ccccc3)o2)c1C	88*	10	-4.7	-4	1	2	5	0.2	1
CCc1ccc(NC(=O)Cn2ncn3c(cc4ccccc43)c2=O)cc1	38	4	0.5	11	-5	7	6	0.3	14
COc1ccccc1NC(=O)CCCCCN1C(=O)c2cccc3cccc(c23)C1=O	/	-11	-4.0	-13	5	-5	-1	-1.1	-9
Cc1ccc(S(=O)(=O)N(C)C)cc1NC(=S)NNC(=O)C1CC1	-8	-18	-3.2	-13	3	-1	4	-1.1	7
Cc1cccc(N(C(=O)CCC(=O)Nc2cc(C)on2)C(C(=O)NC2CCCC2)c2cccnc2)c1 (stereo unspecified)	13	-11	-0.2	-9	8	-1	-6	-3.0	3
O=C(O)c1ccc(N2CCCS2(=O)=O)cc1	32	-9	-2.9	-13	0	4	3	-3.2	-9
O=C1[C@H]2[C@@H](C(=O)N1c1cccc3ccccc13)C1(C(=O)c3ccccc3C1=O)N1CCC[C@@H]21	-7	-27	-1.9	-14	5	5	6	-0.7	12
COC(=O)C(C)Sc1nc2c(cnn2-c2ccc(Cl)cc2)c(=O)[nH]1 (stereo unspecified)	15	-15	-3.1	-2	3	0	5	-3.5	10
Cc1cc2cc(CNC(=O)c3ccc(S(=O)(=O)N4CCCCC4)cc3)ccc2n1C	7	-42	-3.4	-2	-1	-1	2	-4.2	22
Nc1ccccc1Nc1cc(-c2cccc(Cl)c2)nn1-c1ccccc1	6	8	-2.4	-1	-4	7	6	-3.8	22
Cc1cccc(NC(=O)CCSc2ccccc2)c1C	27	-4	-1.8	7	2	2	-8	0.9	-6
N#C/C(=C\c1cc([N+](=O)[O-])c(N2CCOCC2)cc1N1CCOCC1)c1nc2ccccc2[nH]1	-6	-14	-4.0	-14	-2	2	5	-1.3	44
Cc1nnc(Sc2cc(C(=O)NCCCN(C)Cc3ccccc3)c3ccccc3n2)s1	-4	-4	-2.5	-2	-4	6	-5	-0.1	7
CCSc1nnc(NC(=O)C2C3C=CC(C3)C2C(=O)O)s1 (stereo unspecified)	0	-8	-4.1	-4	1	7	0	-7.3	-3
COc1ccc(/C(N)=N/O)c(OC)c1	28	-7	-3.9	-13	5	3	1	-2.6	1
O=C(Nc1cccc(-c2csc(-c3ccccc3)n2)c1)c1cccs1	-8	10	-1.6	-20	-2	-1	-5	0.2	-8
Cn1cc(C(=O)c2ccc(Cl)cc2Cl)cc1C(=O)N/N=C(\N)COc1ccc(F)cc1	-11	-4	-4.1	2	6	4	-3	-1.6	-12
O=C(N/N=C1/CC2C=CCC12)c1ccco1 (stereo unspecified)	-18	-9	-4.2	-13	0	-1	0	-4.3	22
O=C(c1ccccc1)c1cccc(NC(=O)c2ccc(Br)o2)c1	10	-10	-4.9	-9	6	0	-6	-3.4	-10

5 entries already listed, ordered by their value in GPR7 antag, highest first:
SMILES	PHOSPHO1 block	p-CIP stab down	IMP-1 inhibitor	GPR7 antag	IDE inh	IDE cell activ	PfM18AAP inh	VIM-2 inhibitor	NALP1 inh
CCC(=NC(C)c1ccccc1)c1c(O)n(C)c(=O)n(C)c1=O (stereo unspecified)	-7	-17	-2.6	0	1	3	-7	-1.3	5
COCCNC(=O)c1ccc(Cn2c(=S)[nH]c3cc4c(cc3c2=O)OCO4)cc1	98*	-6	1.1	-7	0	1	2	-2.2	-5
Cc1ccc2c(C(=O)CNc3nncs3)c(C)[nH]c2c1	25	-5	-2.8	-12	1	2	1	-1.9	12
COc1ccccc1NC(=O)CCCCCN1C(=O)c2cccc3cccc(c23)C1=O	/	-11	-4.0	-13	5	-5	-1	-1.1	-9
O=C1[C@H]2[C@@H](C(=O)N1c1cccc3ccccc13)C1(C(=O)c3ccccc3C1=O)N1CCC[C@@H]21	-7	-27	-1.9	-14	5	5	6	-0.7	12
